# Source: PubChem BioAssay (several laboratories)
# M1 PAM = potentiates human M1 receptor response to acetylcholine | CHO-K1 hM1, Fluo-8 calcium fluorescence, ACh EC20; 0% = ACh EC20, 100% = maximal ACh | activation, % at 3 µM | 360,000 tested, 0.088% active | AID 588819 | P11229; in the data active = activation above about 19%, passing the limit was not always enough
# Target sequence (P11229 whole entry, looked up): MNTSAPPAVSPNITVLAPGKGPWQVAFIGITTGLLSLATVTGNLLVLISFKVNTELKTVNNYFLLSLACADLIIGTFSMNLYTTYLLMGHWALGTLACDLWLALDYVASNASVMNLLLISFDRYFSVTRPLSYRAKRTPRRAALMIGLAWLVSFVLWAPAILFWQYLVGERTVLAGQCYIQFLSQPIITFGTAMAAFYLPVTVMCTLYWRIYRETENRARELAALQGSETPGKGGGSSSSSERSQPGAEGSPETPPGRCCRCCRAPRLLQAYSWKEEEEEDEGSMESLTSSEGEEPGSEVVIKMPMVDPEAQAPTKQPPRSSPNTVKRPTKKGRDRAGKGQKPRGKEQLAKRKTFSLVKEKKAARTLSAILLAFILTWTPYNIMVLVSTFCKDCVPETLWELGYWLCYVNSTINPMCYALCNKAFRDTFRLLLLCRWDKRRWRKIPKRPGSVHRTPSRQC
# M1 antag = blocks human M1 muscarinic receptor; AID 588852; CHO-K1 hM1, Fluo-8 calcium fluorescence, ACh EC80 antagonist; 360,000 tested, 1.3% active; inhibition, % at 3 µM;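 active = percent inhibition above its own plate's cutoff, namely the mean of that plate's compound wells plus 3 SD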;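 note: peak over basal fluorescence ratio during 140 s after agonist addition; 0% = ACh EC80 plus DMSO and 100% = DMSO alone without agonist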
# CHRM4 PAM = positive allosteric modulators of human muscarinic M4 receptor | P08173 | CHO-K1 hM4/Gqi5, Fluo-8 calcium fluorescence, ACh EC20; 0% = ACh EC20, 100% = maximal ACh | activation, % at 3 µM | 360,000 tested, 0.4% active | AID 624126;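 active = activation above its plate's cutoff, the mean activation of sample wells plus 3 SD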; note: some results filed as inactive read as strong as hits
# Target sequence (P08173 whole entry, looked up): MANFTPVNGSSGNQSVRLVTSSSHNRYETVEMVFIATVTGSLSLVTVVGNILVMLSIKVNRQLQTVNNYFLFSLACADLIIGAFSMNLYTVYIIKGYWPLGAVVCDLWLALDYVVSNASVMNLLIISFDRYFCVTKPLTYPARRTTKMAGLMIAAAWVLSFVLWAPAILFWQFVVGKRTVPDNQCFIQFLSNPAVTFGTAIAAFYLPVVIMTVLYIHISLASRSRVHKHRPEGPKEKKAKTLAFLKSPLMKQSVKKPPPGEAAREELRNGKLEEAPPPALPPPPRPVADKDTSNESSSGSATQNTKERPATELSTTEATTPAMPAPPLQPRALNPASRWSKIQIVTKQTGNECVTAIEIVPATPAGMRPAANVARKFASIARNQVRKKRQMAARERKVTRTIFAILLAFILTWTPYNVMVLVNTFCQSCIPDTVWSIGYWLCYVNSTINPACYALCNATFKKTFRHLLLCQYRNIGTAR
# M4 ag = CHRM4 agonism in calcium assay. CHO-K1 hM4/Gqi5, Fluo-8 calcium fluorescence; vehicle 0%, full acetylcholine response 100%. activation, % at 3 µM. 360,000 tested, 0.14% active. AID 624127;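 active = activation above the run mean over all test wells plus 3 SD, cut at about 32% in these data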;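 note: peak over basal fluorescence ratio per well then scaled between controls; 0% = DMSO wells and 100% = acetylcholine at EC100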
# CHRM5 PAM = CHRM5 positive allosteric modulation | CHO-K1 hM5, Fluo-8 calcium, ACh EC20 PAM; 0% = ACh EC20, 100% = ACh EC100 | activation, % at 3 µM | 360,000 tested, 0.3% active | AID 624038;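 active = activation above the run cutoff, the mean activation of all test compounds plus 3 SD, cut at about 18% in these data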
#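 Probe or stimulus: acetylcholine, EC20 level; Assay system: human M5 receptor in CHO-K1 cells; Schedule: compound preincubation 140 s before EC20 acetylcholine addition; Technique: intracellular calcium via Fluo-8 fluorescence; Dosing: single-point, 3 µM nominal; Read-out basis: percent activation from peak-over-basal fluorescence ratio, scaled EC20-to-EC100 acetylcholine; Repeats: one well per compound, no replicates.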
# CHRM5 antagonist = blocks acetylcholine activation of human M5 receptor; AID 624040; 360,000 tested, 0.59% active; CHO-hM5 cells, Fluo-8 calcium fluorescence, ACh EC80; P08912; inhibition, % at 3 µM;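 active = inhibition above a per-plate cutoff, the mean of that plate's test compounds plus 3 SD, cut at about 27% in these data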;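 note: 0% = acetylcholine EC80 with DMSO and 100% = DMSO without agonist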
# CHRM5 agonist = agonists of human muscarinic M5 receptor (CHRM5); CHO-K1 hM5 cells, Fluo-8 calcium fluorescence; 0% DMSO wells, 100% maximal acetylcholine response; activation, % at 3 µM; AID 624037; P08912; 360,000 tested, 0.19% active;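 active = activation above the run's mean over test compounds plus 3 SD, cut at about 23% in these data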;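 note: signal is peak over basal fluorescence ratio across the kinetic read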
# M4 antag = CHRM4 antagonism in calcium assay; 360,000 tested, 0.73% active; P08173; inhibition, % at 3 µM; CHO-hM4 cells, ACh EC80, Fluo-8 calcium fluorescence;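 active = inhibition above its plate's cutoff, the mean inhibition of sample wells plus 3 SD, cut at about 27% in these data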;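 note: 0% = acetylcholine EC80 with DMSO and 100% = DMSO without agonist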
# CRFBP-R2 agonist = CRF-BP/CRF-R2 complex agonism | AID 588473 | activation, % at 13.2 µM | HEK293 CRF-R2/CRF-BP, calcium dye fluorescence (FLIPR); percent of saturating CRF peptide response | 350,000 tested, 0.46% active;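 active = activation of at least 50%, plus an integration ratio under a set limit after plate pattern correction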;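 note: plate controls were neutral control wells without compound for no effect and CRF at EC100 for full effect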
# * = called active by the depositor; / = no result given. An unsorted share of the library; any-hit rate near 2.8%.
smiles	M1 antag	CHRM5 PAM	M4 antag	CHRM5 antagonist	M4 ag	CRFBP-R2 agonist	CHRM5 agonist	M1 PAM	CHRM4 PAM
Cc1nc2ccccc2n1Cc1n[nH]c(=S)n1-c1ccc(Cl)cc1	-1.6	6.4	-0.8	-9.3	-0.1	-0.9	-0.1	9.1	-3.7
CCN(CC)S(=O)(=O)c1ccc(N2CCOCC2)c(NC(=O)c2ccco2)c1	-18.1	17.6	1.7	-5.7	3.0	-1.0	1.6	14.9	3.9
COCCCNC(=O)c1cccc(NC(=O)c2ccccc2)c1	5.7	5.1	3.2	2.5	1.4	0.5	0.3	-3.4	-0.4
COc1ccc(CNC(=O)C2CCN(S(=O)(=O)c3ccc4c(c3)NC(=O)CO4)CC2)cc1	-7.7	10.6	4.6	-1.9	1.5	3.3	-2.5	13.3	7.1
CCCN(CC(=O)Nc1ccccc1C)C(=O)c1ccc(S(=O)(=O)N2CCCCC2)cc1	-13.9	-3.9	-23.0	12.4	1.9	-0.9	-2.0	4.3	6.5
NC(=O)C1CCCN(C(=O)c2ccc3nc(Cc4cccc(Cl)c4)oc3c2)C1 (stereo not given)	-2.3	3.2	-4.4	-11.2	1.4	2.5	2.2	6.0	1.8
Cc1cc(C)c2c(n1)sc1c(=O)n(-c3ccccc3)c(=O)[nH]c12	-3.6	-7.2	-18.6	8.1	1.1	-3.9	-4.6	4.2	10.1
Cc1cc(C)c2sc(NC(=O)C3=COCCO3)nc2c1	-15.0	-0.3	-9.2	1.7	3.4	0.1	-0.5	-1.0	21.7*
COc1ccc(-c2c(C)nn3c(N4CCN(Cc5ccccc5)CC4)cc(C)nc23)cc1OC	-8.7	-6.6	-13.7	0.5	0.3	-2.8	0.1	3.7	2.3
CSCCC(NC(=O)c1ccc(Cl)cc1Cl)C(=O)NCc1ccncc1 (stereo not given)	-12.8	2.3	-6.7	8.0	1.4	0.1	0.4	6.0	4.1
COCCN(CCOC)S(=O)(=O)c1ccc(C(=O)NCCCN2CCOCC2)cc1	-5.9	-1.1	-0.6	-0.9	0.5	0.5	-0.8	4.7	-3.2
CCc1ccc(CNC(=O)CCS(=O)(=O)Cc2ccc(C)cc2)cc1	1.2	3.3	2.1	-0.8	2.5	-3.5	-2.9	14.8	17.1
CC(C)n1ncc2c(C(=O)N3CCN(Cc4ccc(Br)s4)CC3)cc(C3CC3)nc21	-4.5	6.5	-31.0	-12.3	-0.1	0.9	-7.7	2.2	10.1
CC(C)(C)c1ccc(/C=N/n2cnnc2)cc1	-7.0	-1.4	-9.4	8.0	0.8	1.2	-0.7	7.4	0.5
CCOCCCNC(=O)C(NC(=O)Cc1cccs1)c1ccc(Cl)cc1 (stereo not given)	-2.2	2.9	1.2	7.1	3.0	-1.2	1.6	0.0	-4.6
COc1ccc(-n2nc3c(c2NC(C)=O)CS(=O)(=O)C3)cc1	-11.6	4.2	-6.5	6.2	0.6	4.1	-0.8	10.8	4.0
S=C(NCc1ccncc1)Nc1ccc(Br)cc1	3.5	-10.6	-14.7	8.3	10.3	0.0	10.6	-7.8	-9.0
C/C(=N\NC(=O)CCn1nc(C)cc1C)C(C)(C)C	-9.1	-1.6	-0.9	2.4	1.8	-1.3	1.6	3.8	-3.5
Cc1ccc(Nc2ccc(N3CCN(c4ccc([N+](=O)[O-])cc4)CC3)nn2)cc1	10.7	0.5	1.5	3.4	-0.2	-0.2	-3.4	-2.3	-1.0
COc1cc(SC)ccc1C(=O)N1CCCCCC1	-16.3	0.6	-5.6	-2.2	1.1	0.5	-1.4	7.0	0.4
CCOC(=O)c1sc(N(Cc2ccccc2)C(=O)CSc2nnc(C3CC3)n2N)nc1C	-13.8	2.2	4.3	-6.1	-0.2	0.6	-4.6	-3.6	4.1
CCSc1ncc(C)cc1[N+](=O)[O-]	-9.5	-1.6	-1.7	2.9	0.6	-2.3	-0.7	11.8	10.7
CC(C)(C)OC(=O)NCc1ccc(NC(=O)c2nc[nH]c2C(=O)Nc2cc(Br)ccc2F)cc1	-0.2	10.0	-0.5	-6.0	-0.1	/	5.7	5.5	0.0
Cc1nnc(SCc2ccccc2Cl)n1CC1CCCO1 (stereo not given)	14.9	-3.9	0.3	2.6	1.2	0.5	-1.0	-1.9	-2.4
CCN(CC)c1ccc(/C=N/OCC(=O)N2CCCc3ccccc32)cc1	1.2	-1.7	4.8	0.2	-3.0	-2.5	-4.8	-3.8	-4.8
CCN1CCCC1CNC(=O)c1cn(C)c2ccc(S(=O)(=O)N3CCCCCC3)cc2c1=O (stereo not given)	22.3	2.0	-0.4	-0.4	1.0	1.0	-0.8	-6.2	-3.7
COC(=O)c1cc2c(n1S(=O)(=O)c1ccc(C)cc1)C(=O)C(=O)c1[nH]cc(C(=O)OCc3ccccc3)c1-2	-12.6	6.3	-4.1	7.3	0.9	2.2	0.2	9.2	4.4
CCC(CC)C(=O)Nc1cccc(-c2ccc3nncn3n2)c1	-10.3	-2.6	-4.1	2.4	2.5	-0.8	-2.2	5.5	4.2
Cc1ccc(S(=O)(=O)N2CCCCC2)cc1NC(=O)COC(=O)c1ccccc1F	-4.1	-3.2	-20.3	2.0	5.5	0.1	1.4	7.7	16.4
O=c1c2ccccc2sn1-c1cccc(Cl)c1	-5.4	5.1	3.2	-9.8	4.7	14.9	7.2	-1.8	-6.8

smiles	M1 antag	CHRM5 PAM	M4 antag	CHRM5 antagonist	M4 ag	CRFBP-R2 agonist	CHRM5 agonist	M1 PAM	CHRM4 PAM
COc1ccc(-c2noc(CCCOc3ccccc3)n2)cc1OC	-22.2	-4.5	-2.6	-7.2	1.1	0.2	-2.0	0.9	-4.5
CCCOc1ccccc1NC(=O)/C=C/C(N)=O	-1.7	-0.2	4.9	4.8	1.5	-0.7	2.1	5.2	5.6
COc1ccc2cc3cc(C(=O)N4CCN(C5CCCCC5)CC4)oc3nc2c1	-5.8	12.7	-9.1	-25.4	-0.1	-2.9	-6.7	3.4	-0.5
CN(CC(=O)Nc1cccc(F)c1)C(=O)CSc1ccc(Br)cc1	8.3	-1.5	-1.0	-2.3	2.4	1.3	-3.4	-2.0	-6.5
Cc1ccc2[nH]c(C)cc(=S)c2c1	-6.7	4.7	-1.6	-1.0	0.6	2.5	-1.8	7.4	-1.8
O=C(COC(=O)c1ccc(O)cc1)Nc1cccc(S(=O)(=O)NC2=NCCC2)c1	-6.9	7.5	8.5	-9.7	0.5	-0.3	0.5	8.2	1.0
Cc1cc(C)n(CCCNC(=O)c2ccc(C)o2)n1	-5.1	0.6	3.5	0.7	1.1	-1.2	0.6	1.6	-1.6
O=C(Nc1ccccc1Cl)C1CC(=O)N(c2ccccc2)C1 (stereo not given)	-1.5	6.8	-1.9	-5.2	1.8	-1.3	1.3	6.4	2.9
Cn1nnnc1Sc1ncnc2scc(-c3ccccc3Br)c12	-3.9	-9.1	5.9	4.2	2.2	-1.3	-10.3	-0.3	-1.8
COC(=O)c1ccc(CSc2nnc(-c3ccncc3)o2)cc1	-8.6	6.2	-1.9	19.2	0.3	-0.8	-0.5	8.8	1.8
COc1ccc(S(=O)(=O)NNC(=O)c2cc3c4ccccc4n(C)c3s2)cc1	-8.9	1.0	-6.2	-8.2	2.0	-0.9	1.1	9.6	9.8
Cc1ccccc1NC(=O)C(=O)NNC(=O)COc1ccc2ccccc2c1	15.3	2.6	-5.0	-0.3	2.7	1.1	-3.5	-5.5	8.9
CN(CCOc1ccc(Cl)cc1)c1ccc(S(=O)(=O)N2CCCCC2)cn1	-0.7	-7.6	2.9	6.1	-1.1	2.7	-0.8	-4.4	5.4
O=c1c2nncn2c2cc(C(F)(F)F)ccc2n1CCNc1ncc(C(F)(F)F)cc1Cl	-12.0	4.5	-7.6	-0.7	0.5	3.6	0.8	7.0	7.7
Cn1cc(C2N3CC4(C)CN2CC(C)(C3)C4=O)c2ccccc21 (stereo not given)	-9.3	7.2	4.3	-1.4	0.5	1.1	0.2	8.9	-2.3
NS(=O)(=O)c1ccc(CCNC(=O)c2cnccn2)cc1	-7.5	-1.0	-15.0	3.0	1.7	-0.3	-3.0	9.2	5.9
COC(=O)C1SCC2C(=O)N(Cc3cccc(C)c3)CC(=O)N21 (stereo not given)	-2.3	2.7	-3.7	-3.2	1.2	-1.0	1.6	-3.0	4.4
N#Cc1cn(CCCOc2ccccc2)c2ccccc12	4.9	-17.0	-4.5	8.5	-0.1	4.4	-6.7	-3.5	-11.1
O=C(Nc1ccccc1)c1cc2c(=O)c3ccccc3oc2nc1C(F)(F)F	4.2	3.9	4.5	-3.2	1.2	-1.2	-1.5	7.7	3.8
Cc1cccc(-n2ncc3c(NCc4ccccc4)ncnc32)c1	3.7	-6.8	-9.8	-0.9	2.9	-0.3	-1.4	-3.5	3.3
CC(=O)N1c2ccc(S(=O)(=O)N(C)CC(=O)N(C)Cc3ccccc3)cc2CC1C (stereo not given)	20.2	-3.9	5.8	-4.9	2.4	1.1	-0.4	-9.2	-4.9
COc1ccccc1N1CCN(CC(=O)N2CCCC2)CC1	-4.2	-1.4	-7.3	8.3	0.8	0.7	2.6	1.9	-4.0
COc1cc(NC(=O)Cn2c(=O)n(-c3cccc(C)c3)c(=O)c3c(C)c(C)sc32)cc(OC)c1	-15.6	-1.6	-0.8	2.0	-0.2	5.4	-1.4	9.3	6.7
CC(=O)O/N=C1\C(=O)N(Cc2ccc(C)cc2)c2ccccc21	-6.2	-1.8	-3.4	-2.6	0.0	1.2	-2.2	10.3	-2.9
Cc1ccc(OCc2ccccc2Br)c([N+](=O)[O-])n1	5.7	-3.0	-1.6	19.1	-0.2	-1.2	-6.3	-4.8	-9.8
Cc1cc(OCC(F)(F)C(F)(F)C(F)(F)C(F)F)nc(N)n1	4.0	-3.1	-6.7	-1.1	2.5	0.0	4.2	2.4	2.0
O=C(Cn1c(=O)[nH]c2ccsc2c1=O)NC1CCCCC1	-7.6	-0.1	-7.7	-4.8	0.9	-0.4	-2.0	2.4	8.5
CCC(Sc1ccc(C(=O)O)cc1)C(=O)O (stereo not given)	-9.4	-2.5	1.6	3.1	0.3	0.0	0.3	9.8	-0.3
CCC1Oc2ccccc2N(CC(=O)NCCCN2CCN(c3ccc(OC)cc3)CC2)C1=O (stereo not given)	-11.8	-1.1	2.2	-0.1	1.7	-0.1	-4.9	5.0	-1.1
O=C(Nc1ccccc1)C1CCCCN1S(=O)(=O)c1ccccc1 (stereo not given)	18.3	1.9	-1.4	-3.0	2.5	-0.8	0.8	-6.6	1.0
O=C(c1cc(COc2cccc(C(F)(F)F)c2)on1)N1CCCC1	-0.6	1.5	0.5	-2.2	0.4	-1.9	0.1	5.9	0.6
CCn1ncc(Br)c1C(=O)NC1CCCCCCC1	10.9	4.4	-4.9	-8.7	-0.5	-0.6	-4.5	-0.3	6.8
